MT1-MMP act inh: MT1-MMP (human) activation inhibition. P50281. AID 651647. HT1080 RFP-PRO-GFP cells, GFP/RFP ratio fluorescence, overnight; percent of plate control window, DMSO zero. actives 0.061% (n = 360,000). GFP/RFP ratio change, % at 20 µM;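 active means GFP/RFP ratio change of at least 30% with cell ATP level not reduced by more than half and red fluorescence within 50% of control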; further: strong numbers were not always called active
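Assay system: HT1080 RFP-PRO-GFP cells. Benchmarks: DMSO vehicle wells and RFP-L50D-GFP reporter cell wells. Times: overnight cell settling, then overnight compound exposure, 37 °C, 5% CO2. Compound: 20 µM single dose, 1% DMSO. Read-out basis: GFP/RFP fluorescence ratio.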
MLLE-PAM2 inh: inhibitors of microRNA-mediated deadenylation, human PABP1 MLLE binding; inhibition, % at 20 µM; GST-MLLE / FITC-PAM2 fluorescence polarization; actives 0.36% (n = 360,000); in the data active means inhibition above about 35%, passing the limit was not always enough;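 further: plate controls were DMSO wells with GST-MLLE for no effect and wells lacking GST-MLLE protein for full effect; some results filed as inactive read as strong as hits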
Target sequence (P11940 whole entry, looked up): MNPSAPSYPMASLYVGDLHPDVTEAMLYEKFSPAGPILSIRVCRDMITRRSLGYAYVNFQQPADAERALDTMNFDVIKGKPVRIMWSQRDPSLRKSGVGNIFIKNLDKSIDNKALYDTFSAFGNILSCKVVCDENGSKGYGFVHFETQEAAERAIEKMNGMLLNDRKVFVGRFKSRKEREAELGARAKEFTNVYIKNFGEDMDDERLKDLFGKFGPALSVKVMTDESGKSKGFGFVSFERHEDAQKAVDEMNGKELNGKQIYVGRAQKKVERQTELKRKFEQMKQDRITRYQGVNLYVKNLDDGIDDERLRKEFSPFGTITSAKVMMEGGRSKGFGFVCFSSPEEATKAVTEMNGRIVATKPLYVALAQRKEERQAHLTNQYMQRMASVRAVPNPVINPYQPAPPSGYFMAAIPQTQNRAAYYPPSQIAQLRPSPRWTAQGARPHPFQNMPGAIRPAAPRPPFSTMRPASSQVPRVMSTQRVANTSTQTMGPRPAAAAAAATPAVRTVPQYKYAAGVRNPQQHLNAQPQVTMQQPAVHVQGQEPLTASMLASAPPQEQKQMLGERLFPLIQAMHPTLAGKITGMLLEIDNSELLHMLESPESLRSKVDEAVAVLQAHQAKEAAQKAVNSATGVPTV
bovine MsrA act: bovine methionine sulfoxide reductase A activation. purified bovine MsrA, absorbance read-out. actives 0.3% (n = 360,000). AID 602163. activation, % at 10.6 µM; in the data active means activation above about 7.5%;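 further: 0% = vehicle and 100% = reference activator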
SKN-1 block: C. elegans SKN-1 inhibition; C. elegans VP596 Pgst-4::GFP/RFP ratio, acrylamide-induced, 24 h; actives 0.49% (n = 360,000); inhibition, % at 21.8 µM; AID 624304;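 active means interference check ratio from 0.5 to 1.5 plus GFP to RFP signal ratio inhibition reaching or exceeding a fixed threshold, cut at about 30% in these data, passing the limit was not always enough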; further: some compounds called inactive have numbers as strong as hits
MsrA inhibitor: bovine MsrA inhibition | actives 0.75% (n = 360,000) | purified bovine MsrA, absorbance read-out | inhibition, % at 15.5 µM; in the data active means inhibition above about 4.5%;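 further: 0% = vehicle wells with enzyme and 100% = reference inhibitor wells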
Tb MetRS inh: Trypanosoma brucei MetRS inhibition; purified T. brucei MetRS, ATP depletion, Kinase-Glo luminescence; inhibition, % at 11.9 µM; actives 0.4% (n = 360,000); AID 624268;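 active means inhibition above a per-plate cutoff of the control wells' mean inhibition plus 3 SD, cut at about 5.5% in these data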;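 further: 0% = DMSO wells median and 100% = median of wells with control inhibitor compound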
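Assay system: T. brucei methionyl-tRNA synthetase, purified | Medium: HEPES buffer with MgCl2, KCl, DTT, spermine, BSA, pyrophosphatase | Compound: 11.9 µM single point | Incubation: 15 min enzyme-compound preincubation, 2 h reaction, 10 min detection, 25 °C | Measured by: Kinase-Glo luciferase luminescence reporting remaining unconsumed ATP | Measure: % inhibition normalized to control-well medians | Replication: Singlicate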
FAS TE block: blocks the thioesterase domain of human fatty acid synthase; P49327; recombinant FAS-TE, OMFH fluorogenic substrate, fluorescence endpoint; inhibition, % at 15 µM; actives 0.67% (n = 360,000); AID 602261;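 active means compounds whose normalised, plate-corrected inhibition of enzyme fluorescence in the single-dose primary screen is 50% or more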;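 further: 0% = DMSO with enzyme and 100% = substrate without enzyme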
CendR NRP1 mod: alters CendR peptide binding to human NRP-1. FAM-RPARPAR peptide binding to NRP-1, fluorescence polarization. O14786. actives 0.85% (n = 360,000). inhibition, % at 25 µM;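 active means inhibition or corrected inhibition above about 18%, plus a signal ratio from 0.5 to 1.5, limit read from the data, passing the limit was not always enough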; further: strong numbers were not always called active
eLon inh: E. coli protease La inhibition; inhibition, % at 7.94 µM; purified E. coli Lon protease, fluorescence polarization; actives 0.42% (n = 360,000); P0A9M0; in the data active means inhibition above about 13%, passing the limit was not always enough;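 further: 0% = enzyme with probe and DMSO and 100% = no enzyme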
Numbers without * were called inactive; nt = not tested or not shown.

SMILES	MT1-MMP act inh	MLLE-PAM2 inh	bovine MsrA act	SKN-1 block	MsrA inhibitor	Tb MetRS inh	FAS TE block	CendR NRP1 mod	eLon inh
CCOCCc1nnc(NC(=O)CCS(=O)(=O)c2ccccc2)s1	4	7	0	-4	-0.3	1.1	-5	-4	15
O=c1[nH]c(SCc2ccc([N+](=O)[O-])cc2)nc2[nH]ncc12	1	10	-4	8	0.0	0.2	-3	5	-2
Cc1noc(C)c1CSCC(=O)Nc1ccc(S(=O)(=O)C(F)F)cc1	0	-7	-1	8	-0.9	-0.2	-4	-12	1
CC(C)(C)N(Cc1ccccc1)C(=O)COC(=O)c1ccc2ccccc2n1	2	8	-2	6	-0.5	-0.3	5	10	2
O=C(O)c1ccccc1C(=O)NCCCn1ccnc1	-5	5	-5	1	0.4	-0.5	-7	2	-2
Cc1ccc(S(=O)(=O)N2CCN(CC(=O)N/N=C\c3ccc(Cl)c([N+](=O)[O-])c3)CC2)cc1	4	1	-2	-5	-0.6	0.3	15	-5	-4
CCN(CC)S(=O)(=O)c1cc(NC(=O)CO/N=C(\N)c2ccccc2Cl)ccc1C	-1	2	-3	3	-0.5	-0.3	-1	-8	-7
CCOC(=O)/C=C1\SCC(=O)N1CC(=O)Nc1cc(S(=O)(=O)N(C)C)ccc1C	-8	-19	-1	6	0.6	0.2	-6	-8	-6
C=CCn1c(N2CCCCCC2)nc2c1c(=O)n(C)c(=O)n2C	2	3	-2	12	nt	-0.3	0	5	-3
CCOCCCn1c(=S)[nH]c2cc(C(=O)NCCCN(CC)CC)ccc2c1=O	1	-45	-1	4	1.2	-0.3	-2	-6	3
CCOC(=O)c1cc(-c2csc(-c3ccc(C(F)(F)F)cc3)n2)on1	3	10	-2	-4	-0.3	0.7	36	0	-7
Cc1ccc(C(=O)COC(=O)C2CC(=O)N(c3nc(-c4ccccc4)cs3)C2)cc1C (centres undefined)	13	5	-2	18	0.2	0.3	22	6	-3
CCOC(=O)C1CCCN(C(=O)c2cn(CC)c(=O)c3cc(OC)c(OC)cc23)C1 (centres undefined)	1	-1	0	6	1.4	-0.3	-3	13	-3
O=C(CCNS(=O)(=O)c1ccccc1)N1CCN(c2ccccc2)CC1	0	4	-3	-1	0.6	-0.2	-6	5	11
COC(=O)[C@]12CCCCC=C1N(Cc1ccc3c(c1)OCO3)C(=O)[C@H](CC(=O)N1CCCC1)C2	6	nt	nt	6	0.0	0.2	nt	6	nt
COc1ccc(-c2cn3c(C)c(C(=O)Nc4cc(NC(C)=O)ccc4OC)sc3n2)cc1	-5	-29	-2	1	0.9	-0.1	0	-38	-15
O=C(NCCCO)c1cc2c([nH]c3ccccc32)c(-c2ccc(F)cc2)n1	-18	-1	-1	14	0.2	-0.7	2	-8	5
O=C(CN1C(=O)COc2ccc(S(=O)(=O)N3CCCC3)cc21)NCc1ccccn1	3	-6	-6	-1	-0.4	-0.5	-4	-10	-8
COc1ccc(C)cc1NC(=O)c1cc2ccccc2o1	1	-1	-2	-2	-0.3	-0.3	13	2	1
COc1ccc(NC(=O)N(C)[C@H]2C[C@H]3c4[nH]c5ccc(-c6cccc(C)c6)cc5c4CCN3C[C@H]2[C@H](C)O)cc1	-4	-15	-7	7	nt	-2.6	12	-31	-2
COCCNC(=O)CSc1cc(=O)n(C)c2cc(Cl)ccc12	-2	6	-5	3	0.5	-0.6	1	14	3
Cc1cc(C)c(S(=O)(=O)NCC2CCC(C(=O)NCCCN3CCC(C)CC3)CC2)c(C)c1 (centres undefined)	3	11	-1	6	-0.6	-0.1	-6	-7	-3
Cc1cc(Nc2ccc(Cl)cc2)nc(N2CCOCC2)n1	0	-10	1	-4	-1.1	0.7	9	-12	6
CCOc1ccc(-n2c(=O)c3sccc3n(CC(=O)NCC3CCCO3)c2=O)cc1 (centres undefined)	-1	10	-2	5	0.0	0.1	-5	0	-7
Cc1ccc(-c2nc(N)sc2-c2ccccc2)cc1C	-5	-5	-4	1	-0.1	0.3	29	-8	6

Structures above with two or more sulfur atoms (three):
SMILES	MT1-MMP act inh	MLLE-PAM2 inh	bovine MsrA act	SKN-1 block	MsrA inhibitor	Tb MetRS inh	FAS TE block	CendR NRP1 mod	eLon inh
CCOCCc1nnc(NC(=O)CCS(=O)(=O)c2ccccc2)s1	4	7	0	-4	-0.3	1.1	-5	-4	15
Cc1noc(C)c1CSCC(=O)Nc1ccc(S(=O)(=O)C(F)F)cc1	0	-7	-1	8	-0.9	-0.2	-4	-12	1
CCOC(=O)/C=C1\SCC(=O)N1CC(=O)Nc1cc(S(=O)(=O)N(C)C)ccc1C	-8	-19	-1	6	0.6	0.2	-6	-8	-6

Returning to the listing; the 2 compounds before the break are reprinted first.
SMILES	MT1-MMP act inh	MLLE-PAM2 inh	bovine MsrA act	SKN-1 block	MsrA inhibitor	Tb MetRS inh	FAS TE block	CendR NRP1 mod	eLon inh
CCOc1ccc(-n2c(=O)c3sccc3n(CC(=O)NCC3CCCO3)c2=O)cc1 (centres undefined)	-1	10	-2	5	0.0	0.1	-5	0	-7
Cc1ccc(-c2nc(N)sc2-c2ccccc2)cc1C	-5	-5	-4	1	-0.1	0.3	29	-8	6
Cn1c(=O)c([N+](=O)[O-])c(NCc2ccccc2Cl)c2ccccc21	3	-7	-2	10	0.6	-0.6	43	-5	1
S=C(NNC(=S)NC1CC2C=CC1C2)NC1CC2C=CC1C2 (centres undefined)	0	30	2	-7	-0.9	-0.4	2	7	-4
COCCOC(=O)c1c(NC(=O)CN(C)c2ccccc2)sc(C(N)=O)c1C	-4	-19	-5	-4	-0.8	-0.9	-2	5	-4
COc1ccc(-c2cc(C(=O)c3c(N)n(C)c(=O)n(C)c3=O)c3ccccc3n2)cc1	-1	-13	-2	-3	2.4	-1.9	4	-13	8
Cc1ccccc1OCC(=O)OCC(=O)Nc1ccc(N2CCOCC2)cc1	-1	-5	-1	5	-0.4	0.6	-3	-3	5
O=C1OCCN1C(=O)[C@H]1[C@H](c2ccc(Cl)cc2)C(c2cccc(Cl)c2)=NN1c1ccccc1	-3	-5	1	-30	nt	-0.4	94*	-9	-10
NS(=O)(=O)c1ccc(NCc2ccccc2OCc2ccc(F)cc2)cc1	-3	-11	-6	-4	-0.9	3.1	13	7	7
CCCCCOc1ccc(C(=O)OC(C)C(=O)NCc2ccco2)cc1 (centres undefined)	4	-21	-3	-2	0.3	0.0	7	-13	-3
CCC(=O)Nc1cccc(C2=NOC3(C2)C[C@@H](C(N)=O)N(C(=O)c2ccc(OC)cc2)C3)c1 (some centres undefined)	0	-10	-2	-9	0.2	-0.1	-9	6	4
Cc1noc(C)c1COc1ccc2ccc(=O)oc2c1	4	7	-4	-9	1.2	-0.7	-7	8	5
CC(=O)Nc1ccc(-c2ccnc3c2CC(C(=O)Nc2ccc(Cl)c(C(F)(F)F)c2)O3)cc1 (centres undefined)	5	-2	-4	22	2.0	-0.2	23	-5	-10
O=C(CSc1n[nH]c(-c2ccccc2)n1)Nc1ncc(Br)cc1Br	5	-25	1	7	-1.0	0.9	-38	3	-6
COc1ccc(/C(O)=C2/C(=O)C(=O)N(c3ccccn3)C2c2ccc(C(C)C)cc2)cc1 (centres undefined)	2	18	-3	7	0.9	-0.5	9	4	5
O=C(CSc1nc2ccccc2s1)Nc1cc(S(=O)(=O)N2CCOCC2)ccc1O	-1	26	0	9	0.7	0.2	-7	9	9
CCNS(=O)(=O)c1cc(Br)ccc1OC	4	-5	-1	3	1.2	-0.7	-10	8	-4
CCOC(=O)Cc1csc(SCC(=O)NC2CCCC2)n1	3	0	-6	7	-0.5	-0.5	-4	-6	4
CCc1cccc(CC)c1NC(=O)C1CSC2(C)CCC(=O)N12 (centres undefined)	0	1	-4	8	-1.3	-0.4	-9	9	-8
CCOc1ccc(S(=O)(=O)N/N=C(\C)Cc2ccc(OC)cc2)cc1	0	-6	-3	-16	1.0	-0.4	7	-8	-5
CC(C)[C@@H]1Cc2[nH]c(=S)[nH]c(=O)c2[C@H](CCc2ccccc2)O1	-3	nt	2	7	-0.6	0.5	0	-11	0
COc1ccc(C)c(-n2c(=O)n(Cc3ccccc3)c(=O)c3[nH]cnc32)c1	0	2	-3	-12	-0.7	0.0	-7	-2	5
O=C(NCCCN1CCCC1=O)c1ccc(Cl)c(NS(=O)(=O)c2ccc(F)cc2)c1	0	6	-11	-27	1.9	-1.3	-12	10	2
O=C(CCN=C1NS(=O)(=O)c2ccccc21)Nc1ccc(Cl)cc1F	2	-2	-2	18	0.4	0.1	-1	-6	4
CCOC(=O)NC(=O)CSc1cc(C)c2cc(C)cc(C)c2n1	-2	10	-2	0	2.4	-0.8	6	4	-1
Cc1c(Cl)cccc1NC(=S)NCc1ccc2c(c1)OCO2	-1	-1	0	0	0.6	-0.3	6	-11	-9
COCCN(CCOC)C(=O)c1sc2nc(-c3ccccc3)cn2c1C	4	13	3	18	0.9	-0.5	-10	-5	-4
Later entries.
SMILES	MT1-MMP act inh	MLLE-PAM2 inh	bovine MsrA act	SKN-1 block	MsrA inhibitor	Tb MetRS inh	FAS TE block	CendR NRP1 mod	eLon inh
O=C(COC(=O)/C=C/c1cccc(F)c1)NNC(=O)c1ccccc1	3	-15	-4	2	1.8	-1.1	-3	-1	-13
O=c1cc(/N=C/c2coc3cc(Br)ccc3c2=O)[nH]c(=S)[nH]1	-1	37	-2	-9	4.5	0.1	2	-24	3
N#CC(c1cccc([N+](=O)[O-])c1)C(CC(=O)c1ccccc1)c1ccccc1 (centres undefined)	-2	-13	-1	18	0.5	-0.1	33	-2	6
CC(C)OC(=O)CC(=O)CSc1nc(-c2ccc(F)cc2)cc(-c2ccccc2)c1C#N	-16	20	-2	12	3.8	0.3	19	3	1
Cc1ccc2nc3n(c(=O)c2c1)-c1cc2ccccc2cc1C(=O)NC3CC(C)C (centres undefined)	3	11	3	20	-0.9	1.8	17	5	2
N#Cc1ccccc1OCC(=O)C1CC1	1	-5	-4	4	-1.6	0.0	-4	17	1
O=C(NCC1CCCO1)c1cn(Cc2ccccc2)nc1-c1ccccc1 (centres undefined)	-2	8	-2	6	1.0	-0.1	-4	2	-5
Cc1cc(C)c(C(N)=O)c(Nc2cccc3ccccc23)n1	2	28	2	89	2.1	0.6	6	7	5
CCCN(C(=O)C1CSC2(C)CCC(=O)N12)c1c(N)n(Cc2ccccc2)c(=O)[nH]c1=O (centres undefined)	4	-15	-2	4	-0.4	-0.2	-6	3	-7
COc1ccc(CN(C)C[C@@H]2OCCCC[C@H](C)Oc3ccc(NC(=O)Cc4ccccc4)cc3C(=O)N([C@@H](C)CO)C[C@@H]2C)cc1	-2	-22	-7	-1	1.3	-1.3	-6	-4	-6
CC1=C(C(=O)Nc2cc(C(=O)N3CCC(C)CC3)ccc2C)SCCO1	8	9	1	9	0.3	-0.6	0	4	5
CC(=O)OC(C(=O)NCCN1CCOCC1)c1c(F)cccc1F (centres undefined)	1	12	-9	-5	-1.0	-1.0	-7	5	-8
Cc1cc(OCC(=O)Nc2ccncc2)ccc1Br	-3	-3	0	32	-0.1	-0.4	-2	13	8
CCn1nc(C(=O)Nc2ccc3nc(C)sc3c2)c2ccccc2c1=O	1	-8	-10	14	-1.8	-1.5	-8	1	-6
CCC(Oc1ccc(C)cc1)C(=O)Nc1ccc(S(=O)(=O)Nc2cc(C)on2)cc1 (centres undefined)	0	18	2	-2	0.4	-0.2	-6	2	5
CCc1c(C(=O)NCc2ccccc2Cl)[nH]c(C)c1C(C)=O	-23	-3	2	22	-0.4	0.3	0	-5	-4
